Fh CTSL1 inh = counter-screen for PFM18AAP inhibitors: inhibitors of F. hepatica cathepsin L1; recombinant F. hepatica cathepsin L1, Z-Leu-Arg-MCA fluorescence; inhibition, % at 5.96 µM; 0.49% of 300,000 active; AID 1906;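 active means inhibition above the mean of all tested compounds plus 3 SD, set per screening campaign, cut at about 17% in these data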;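 further: 0% = plate median of test compound wells and 100% = 1 µM Z-Phe-Ala-diazomethylketone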
PP5 primary = blocks human protein phosphatase 5 activity. P53041. purified PP5c, OMFP substrate fluorescence. inhibition, % at 6.7 µM. 0.18% of 320,000 active. AID 1987;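 active means inhibition above the campaign's mean inhibition across all tested compounds plus 3 SD, cut at about 9.5% in these data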;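 further: 0% = DMSO only and 100% = 100 µM cantharidin control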
HCV core dimer = blocks dimerization of HCV core protein. TR-FRET GST/Flag-core106 dimerization, 1536-well. inhibition, % at 5 µM. 0.33% of 300,000 active;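 active means inhibition above the mean of all tested compounds plus 3 SD, set per screening campaign, cut at about 45% in these data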
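Assay system: GST-tagged and Flag-tagged HCV core protein residues 1-106 / Times: compound-protein-antibody incubation 4 h at 22.5 °C / Signal: time-resolved FRET, ex 340 nm, em 617 and 671 nm / Evaluation: % inhibition based on acceptor/donor emission ratio / Benchmarks: wells lacking GST-core106 and wells with excess unlabelled core106 / Repeats: singlicate, one well per compound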
AHR activator = activators of human aryl hydrocarbon receptor; P35869; AHR-responsive luciferase reporter cells, luminescence; activation, % at 5 µM; 2.5% of 320,000 active; in the data active means activation above about 47%;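 further: 0% = vehicle wells and 100% = reference agonist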
Target sequence (P35869 whole entry, looked up): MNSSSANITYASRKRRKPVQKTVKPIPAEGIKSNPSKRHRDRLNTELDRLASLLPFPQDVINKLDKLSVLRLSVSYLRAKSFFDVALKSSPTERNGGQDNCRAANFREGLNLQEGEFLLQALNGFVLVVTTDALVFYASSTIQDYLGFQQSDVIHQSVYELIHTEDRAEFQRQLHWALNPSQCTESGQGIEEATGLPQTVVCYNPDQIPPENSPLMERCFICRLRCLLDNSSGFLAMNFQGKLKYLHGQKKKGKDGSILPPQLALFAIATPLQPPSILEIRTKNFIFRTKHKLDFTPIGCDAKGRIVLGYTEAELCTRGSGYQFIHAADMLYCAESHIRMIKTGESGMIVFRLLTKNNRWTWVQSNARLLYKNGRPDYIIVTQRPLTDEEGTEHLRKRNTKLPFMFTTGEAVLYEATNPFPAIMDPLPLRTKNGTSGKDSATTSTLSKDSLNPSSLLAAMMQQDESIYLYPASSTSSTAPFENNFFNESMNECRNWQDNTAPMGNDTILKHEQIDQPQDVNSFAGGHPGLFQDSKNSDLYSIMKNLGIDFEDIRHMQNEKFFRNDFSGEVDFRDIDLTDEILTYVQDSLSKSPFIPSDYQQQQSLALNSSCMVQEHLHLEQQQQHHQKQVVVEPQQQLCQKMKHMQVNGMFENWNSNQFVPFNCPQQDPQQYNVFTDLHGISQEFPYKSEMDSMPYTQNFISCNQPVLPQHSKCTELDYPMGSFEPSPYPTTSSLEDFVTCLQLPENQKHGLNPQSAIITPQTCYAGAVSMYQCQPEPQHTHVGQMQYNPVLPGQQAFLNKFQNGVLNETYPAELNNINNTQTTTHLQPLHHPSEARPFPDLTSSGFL
procasp3 activ = activates human procaspase-3; 0.11% of 330,000 active; P42574; AID 463141; activation, % at 8.5 µM; recombinant procaspase-3 D3A, Ac-DEVD-pNA absorbance 405 nm;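 active means activation above the mean of all tested compounds plus 3 SD, cut at about 21% in these data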;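 further: 0% = DMSO alone and 100% = DMSO wells spiked with extra 5 µM PC-3 D3A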
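Technique: 405 nm absorbance of p-nitroaniline, reads at 0 and 120 min; Test system: Procaspase-3 D3A mutant; Incubation: 1 h enzyme-compound preincubation, then 2 h substrate reaction, 25 °C; Repeats: singlicate, each compound tested once; Benchmarks: low control DMSO wells, high control DMSO plus 5 µM PC-3 D3A.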
PP1 counter = blocks human PP1-alpha phosphatase, a PP5 counter-screen | P62136 | purified PP1alpha, OMFP fluorescence | inhibition, % at 6.7 µM | 0.9% of 320,000 active | AID 2235;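 active means inhibition above the mean inhibition of all tested compounds plus 3 SD, computed separately for each screening campaign, cut at about 15% in these data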
PAFAH2 inh = inhibitors of human PAFAH2. Q99487. recombinant PAFAH2, FP-rhodamine activity probe, fluorescence polarization. inhibition, % at 3.39 µM. 0.99% of 340,000 active. AID 492956;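 active means inhibition above the mean over all tested compounds plus 3 SD, cut at about 30% in these data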;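 further: inhibitors block probe labeling of enzyme so polarization drops; 0% = enzyme with DMSO and 100% = wells lacking PAFAH2 protein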
procasp7 counter = counter-screen for procaspase-3 activators: activators of human procaspase-7. P55210. recombinant procaspase-7, Ac-DEVD-pNA absorbance 405 nm; D23A/D198A/D206A triple mutant, cannot self-cleave; scale: DMSO 0, 5 µM enzyme 100. activation, % at 8.5 µM. 0.093% of 330,000 active. AID 463210;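 active means percent activation above the screen-wide mean plus 3 SD, cut at about 25% in these data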
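System: Procaspase-7 triple mutant (PC-7 D3A); measure: % activation from two-timepoint absorbance difference, scaled to controls; times: 1 h compound preincubation, 2 h substrate cleavage, 25 °C; also added: Ac-DEVD-pNA substrate, 400 µM as added; measured by: Epi-absorbance of released pNA at 405 nm, two timepoints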
TPT1 inh = blocks Candida albicans tRNA 2'-phosphotransferase; recombinant caTPT1, FP RNA substrate dephosphorylation; inhibition, % at 5 µM; 0.81% of 300,000 active;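 active means inhibition above the mean of all tested compounds plus 3 SD, set per screening campaign, cut at about 24% in these data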;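 further: plate controls were DMSO alone for no effect and ferristatin control at 100 nM for full effect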
* hit, by the source's call; / = not tested or not shown.

smiles	Fh CTSL1 inh	PP5 primary	HCV core dimer	AHR activator	procasp3 activ	PP1 counter	PAFAH2 inh	procasp7 counter	TPT1 inh
Cn1c(=O)n(C)c2cc(NC(=O)COc3ccccc3)ccc21	0.2	-0.1	-5.9	5.2	2.5	8.7	3.6	-11.2	2.4
C[C@@H]1CC[C@]2(C(=O)O)CC[C@]3(C)C(=CCC4[C@]56CC[C@@](O)(OC5)C(C)(C)C6CC[C@]43C)C2[C@H]1C (some centres not stated)	8.3	1.7	13.5	-1.1	-6.0	11.8	20.3	-0.8	1.7
Nc1ccc(Nc2nc(-c3cccs3)cs2)cc1	1.2	3.1	-5.0	117.1*	-11.8	2.1	5.0	-5.5	0.7
CCCN1CCN(C(=O)c2ccc(CS(=O)c3ccc(Cl)cc3)o2)CC1 (configuration not stated)	2.9	-0.4	-16.1	5.1	4.0	0.9	-2.8	4.9	-5.9
CCOC(=O)C1CCN(C(=O)CNC(=O)Cn2c(C)cc3ccccc3c2=O)CC1	1.7	0.7	-4.4	0.3	-1.8	-1.1	-2.1	8.1	-3.8
COc1ccc(NC(=O)C2CC(=O)OC23CCOC(C)(C)C3)cc1 (configuration not stated)	8.3	-1.0	-5.7	0.6	1.4	1.6	-6.8	-4.8	0.3
O=C1c2cc(N3CCCC3)c([N+](=O)[O-])cc2C(=O)N1c1ccccc1	0.3	1.6	-4.1	-2.1	-6.8	2.0	11.7	1.1	5.0
CC(=O)OCc1cc(=O)n(C)c(=O)n1C	6.8	-1.3	1.1	-3.6	9.7	-2.2	-8.0	10.3	-0.9
Cn1cccc1/C=C1\SC(=S)N(NC(=O)c2ccc(Cl)cc2)C1=O	1.4	4.4	-6.8	2.6	-11.9	4.3	2.0	-11.9	84.1*
CCOc1ccc(C(=O)Nc2sc3c(c2C(=O)OC)CC(C)(C)NC3(C)C)cc1	2.8	1.2	-3.6	3.2	2.9	2.2	-2.6	-3.0	0.1
COc1ccc(N2CCN(c3nc4ccccc4n3CC(=O)c3ccccc3)CC2)cc1	1.0	2.7	8.0	2.8	0.7	2.9	-8.7	1.4	3.0
O=C(CSc1nnnn1C1CCCCC1)NNC(=O)c1ccco1	0.8	0.9	-4.6	-2.1	-4.2	-3.4	0.8	12.1	1.5
CCN1CCN(C(=O)c2cc3c(OC)c(OC)c(OC)cc3[nH]2)CC1	4.2	-0.7	-0.7	1.8	-0.6	-1.4	-4.1	8.2	-3.0
COc1cc(Cl)ccc1NC(=O)COc1ccccc1C(=O)N1CCN(c2ccc(O)cc2)CC1	-5.8	0.1	21.7	33.5	-5.2	1.8	-8.0	-26.9	-0.6
CCOC(=O)C1=C(O)C(=O)N(Cc2cccnc2)C1c1ccc(OC)cc1 (configuration not stated)	3.8	-1.8	0.0	6.5	-6.5	7.3	/	6.8	4.8
COc1cccc(-c2cc(C(=O)N3CCCCC3C)no2)c1 (configuration not stated)	6.9	-0.3	-2.5	7.9	6.2	-4.4	-3.9	5.9	-1.1
CC(Oc1cccc(Cl)c1)C(=O)NCCCCc1ccccc1 (configuration not stated)	-1.7	6.7	1.0	1.9	-2.4	0.1	-2.1	2.3	-2.1
Cc1nnc(SCc2cccc([N+](=O)[O-])c2)s1	-2.6	0.8	2.4	1.0	-2.5	-2.4	-4.8	2.9	-5.2
Cc1noc(C)c1COc1ccc(C(=O)N2CCN(c3ccccn3)CC2)cc1	-2.9	1.7	1.5	2.0	2.0	-2.5	3.8	8.4	4.3
O=C(O)c1[nH]c2ccccc2c1C(c1cc(Cl)cc([N+](=O)[O-])c1O)c1c(C(=O)O)[nH]c2ccccc12	-1.7	1.3	-9.1	28.0	6.4	15.4*	12.1	-2.0	0.9
CC(C)OC(=O)CSc1nc(-c2ccc(F)cc2)cc(C(F)(F)F)n1	-0.5	2.5	1.4	-0.5	5.9	-1.2	-0.1	3.0	-3.1
COc1cccc(NC(=O)CN2CCN(C(=O)c3ccco3)CC2)c1	-1.0	2.8	-2.9	0.5	0.6	-6.5	-1.8	1.6	0.3
Cc1ccc(SCc2cc(=O)n(C)[nH]2)cc1	-0.8	0.0	-8.9	-1.2	-0.1	-1.3	-0.1	-9.4	-2.4
O=C(NCc1ccccc1Cl)c1ccccc1CCc1ccccc1	1.0	0.8	7.8	6.9	-0.2	3.6	-2.0	-9.7	1.3
COc1ccc(CNC(=O)C2CCN(C(=O)c3sccc3-n3cccc3)CC2)cc1	12.0	-2.1	0.1	0.7	-4.5	-0.9	-4.2	-6.5	1.1
CCOc1ccc(OCCC(=O)OCC(=O)NNC(=O)c2ccccc2)cc1	-5.0	0.9	0.1	-1.9	15.8	-3.4	7.4	-1.3	3.0
CC(C)(CSc1ccccn1)NS(=O)(=O)c1ccccc1	-3.5	-1.7	-1.7	-1.0	-1.0	-3.4	-6.6	-3.5	-1.1
Cc1ccc(Oc2ccc(NS(=O)(=O)c3cccc(C(=O)O)c3)cc2)cc1	/	/	/	-1.2	7.7	/	5.8	12.8	/
CCn1c(SCC(=O)Nc2cccc(NC(C)=O)c2)nnc1-c1ccco1	-0.9	3.2	3.3	-0.1	1.5	-1.6	-4.1	8.0	-1.9
O=C(NNc1cc(N2CCOCC2)nc(N2CCOCC2)n1)c1ccc(Cl)c(Cl)c1	-1.8	6.3	-3.1	2.8	-0.6	2.1	-6.4	1.8	-1.5
O=C(CCN1CCOCC1)c1ccccc1	7.0	2.0	-6.1	-6.2	4.7	0.6	3.1	2.8	-1.7
Cn1c2ccccc2c(=O)c2c(=O)n(Cc3ccco3)c(COc3ccccc3)nc21	8.4	-0.1	47.9*	0.8	-4.7	11.8	21.2	-9.6	3.2
C#Cc1ccc(CN2CCN(CCCc3ccccc3)C(CCO)C2)cc1 (configuration not stated)	-2.0	-0.2	-6.6	5.4	3.4	1.3	2.0	0.1	-6.0
CSc1snc(SCC(N)=O)c1C#N	-1.8	2.0	1.8	7.1	4.6	-4.1	8.4	1.5	1.2
O=c1[nH][nH]c(C(F)(F)F)c1C=NCc1ccc(Cl)cc1	-2.6	0.9	-4.8	2.6	2.9	-2.7	4.2	4.3	-1.7
Cc1ccc(-c2cc(-c3ccccc3)nc(Cl)n2)cc1	0.5	2.2	2.1	46.8	-0.7	2.3	-10.1	0.3	-0.3
COc1ccc(CCNC(=O)CSc2ccc(-c3cccs3)nn2)cc1OC	3.6	0.1	-4.8	5.9	2.0	-1.1	-7.1	3.5	-4.4
CC(=O)COc1ncn(-c2ccccc2)n1	-3.1	1.9	-1.5	-0.2	-2.7	-1.5	-7.4	-1.1	0.5
COc1ccc(-c2ccc3oc(-c4ccsc4)cc3c2)cc1	3.1	-1.1	-6.7	57.1*	-5.5	-3.0	1.9	4.3	2.5
CCC(C)[C@H](NC(=O)NC1CCCc2ccccc21)C(=O)OC (some centres not stated)	-0.9	1.0	-0.7	-1.4	0.2	-0.4	1.7	2.4	0.0
Cc1ccc2nc(SCc3nnc(-c4cccs4)o3)[nH]c2c1	-6.4	1.6	-3.6	60.4*	-2.9	0.9	4.3	1.5	1.5
O=C(CCn1c(=O)c2ccccc2n(CC(=O)NC2CCCC2)c1=O)NCCc1ccc(Cl)cc1	3.6	3.8	-1.9	6.5	-3.5	-1.7	-6.6	4.1	-1.9
COc1ccc(CNC(=O)CN(C)Cc2ccccc2F)cc1OC	-1.4	-1.6	9.5	3.4	4.3	-1.9	-8.9	-9.6	1.0
COc1cc(/C=C/C2=CC(C)(C)NC(=S)N2)cc(OC)c1OC	5.3	-1.0	-1.3	19.9	-1.3	-4.6	0.3	-12.2	-0.4
COc1ccccc1CCN=C(N)NS(=O)(=O)c1ccc(C)c(C)c1	-1.1	0.0	-7.5	-1.1	2.7	-1.9	6.5	6.6	0.3
Cc1cc2c(cc1C)N(C(=O)CSc1nncn1C)C(C)(C)c1ssc(=S)c1-2	3.8	5.3	3.1	0.5	-15.7	0.7	2.0	-3.0	3.0
O=C(Nc1nccs1)C1C2CC3OC(=O)C1C3C2 (configuration not stated)	0.5	0.6	3.3	0.5	1.4	-3.0	-7.7	-1.6	-1.0
CC1=C(C(=O)c2ccccc2)C(c2cccc([N+](=O)[O-])c2)NC(=S)N1 (configuration not stated)	0.9	-1.1	15.1	0.8	-8.1	0.8	7.1	-12.9	-0.6
COc1ccc2c(c1)c(=O)oc1cc(OCC(=O)N3CCC(C)CC3)ccc12	0.7	0.5	5.5	0.3	4.4	-2.7	3.3	5.5	-3.4
Cc1cccc(Nc2ncnc3onc(-c4cccc(Cl)c4)c23)c1C	-1.4	1.4	4.1	3.5	0.5	0.0	1.9	-5.5	-2.7
CCOc1cc(C)cc2oc(=O)cc(-c3ccccc3)c12	0.8	2.0	-2.7	2.2	-1.2	2.8	3.8	-1.6	3.0

Taken from above.
CC(C)(CSc1ccccn1)NS(=O)(=O)c1ccccc1 | Fh CTSL1 inh: -3.5
Cc1ccc(Oc2ccc(NS(=O)(=O)c3cccc(C(=O)O)c3)cc2)cc1 | procasp3 activ: 7.7
COc1ccc(N2CCN(c3nc4ccccc4n3CC(=O)c3ccccc3)CC2)cc1 | PP1 counter: 2.9

Retrieved one by one from above, 2 records:
smiles	Fh CTSL1 inh	PP5 primary	HCV core dimer	AHR activator	procasp3 activ	PP1 counter	PAFAH2 inh	procasp7 counter	TPT1 inh
Cc1ccc2nc(SCc3nnc(-c4cccs4)o3)[nH]c2c1	-6.4	1.6	-3.6	60.4*	-2.9	0.9	4.3	1.5	1.5
CC1=C(C(=O)c2ccccc2)C(c2cccc([N+](=O)[O-])c2)NC(=S)N1 (configuration not stated)	0.9	-1.1	15.1	0.8	-8.1	0.8	7.1	-12.9	-0.6
